mIAP inh = blocks mouse intestinal alkaline phosphatase | purified mouse IAP, CDP-Star luminescence, 30 min | inhibition, % at 10 µM | 0.2% of 330,000 active;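 active = inhibition of at least 40% at 10 µM in the primary screen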;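 also: plate controls were DMSO with enzyme for no effect and no enzyme wells for full effect; values of inactives mirror those of a sister screen read the other way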
A3G deaminase = blocks human APOBEC3G single-stranded DNA deamination; Q9HC16; inhibition, % at 20 µM; recombinant A3G, ssDNA deamination FAM/TAMRA fluorescence; 0.28% of 330,000 active;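 active = inhibition of at least 40% at 20 µM, with no more than 30% in the related APOBEC3A deaminase screen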;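 also: plate controls were DMSO wells with A3G for no effect and wells lacking A3G enzyme for full effect; some compounds called inactive have numbers as strong as hits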
Target sequence (Q9HC16 whole entry, looked up): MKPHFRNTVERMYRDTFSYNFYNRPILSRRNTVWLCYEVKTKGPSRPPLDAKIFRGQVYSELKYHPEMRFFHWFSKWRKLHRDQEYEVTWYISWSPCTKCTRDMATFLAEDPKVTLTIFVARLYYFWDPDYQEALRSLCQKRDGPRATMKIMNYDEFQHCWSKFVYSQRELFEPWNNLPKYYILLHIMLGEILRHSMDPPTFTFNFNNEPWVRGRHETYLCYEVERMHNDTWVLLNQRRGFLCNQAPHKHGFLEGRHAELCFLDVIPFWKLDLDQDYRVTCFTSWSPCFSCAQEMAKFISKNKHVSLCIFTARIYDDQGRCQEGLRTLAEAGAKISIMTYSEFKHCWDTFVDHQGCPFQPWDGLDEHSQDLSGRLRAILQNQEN
MPTP block = inhibitors of mitochondrial permeability transition pore; 1.4% of 360,000 active; inhibition, % at 10 µM; isolated mouse mitochondria, Ca2+ swelling absorbance, 30 min;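 active = inhibition of 50% or more, scaled per plate between neutral and stimulator controls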;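 also: 0% = DMSO wells given calcium and 100% = 1 mM EGTA wells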
APOBEC3A inh = blocks human APOBEC3A ssDNA deamination; AID 493011; inhibition, % at 20 µM; 0.41% of 330,000 active; recombinant A3A, FAM/TAMRA ssDNA deamination fluorescence; P31941;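 active = at least 40% inhibition at 20 µM here, with at most 30% in a related deaminase screen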;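 also: plate controls were A3A with DMSO for no effect and wells lacking A3A enzyme for full effect; some results filed as inactive read as strong as hits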
hIAP inh = human IAP inhibition. P09923. purified IAP, CDP-Star luminescence, 30 min. inhibition, % at 10 µM. 0.12% of 330,000 active. AID 2544;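 active = inhibition reaching a set limit with compound at 10 µM in the primary screen, cut at about 35% in these data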;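 also: plate controls were DMSO wells with enzyme for no effect and no-enzyme buffer wells for full effect; values of inactives mirror those of a sister screen read the other way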
Target sequence (P09923 whole entry, looked up): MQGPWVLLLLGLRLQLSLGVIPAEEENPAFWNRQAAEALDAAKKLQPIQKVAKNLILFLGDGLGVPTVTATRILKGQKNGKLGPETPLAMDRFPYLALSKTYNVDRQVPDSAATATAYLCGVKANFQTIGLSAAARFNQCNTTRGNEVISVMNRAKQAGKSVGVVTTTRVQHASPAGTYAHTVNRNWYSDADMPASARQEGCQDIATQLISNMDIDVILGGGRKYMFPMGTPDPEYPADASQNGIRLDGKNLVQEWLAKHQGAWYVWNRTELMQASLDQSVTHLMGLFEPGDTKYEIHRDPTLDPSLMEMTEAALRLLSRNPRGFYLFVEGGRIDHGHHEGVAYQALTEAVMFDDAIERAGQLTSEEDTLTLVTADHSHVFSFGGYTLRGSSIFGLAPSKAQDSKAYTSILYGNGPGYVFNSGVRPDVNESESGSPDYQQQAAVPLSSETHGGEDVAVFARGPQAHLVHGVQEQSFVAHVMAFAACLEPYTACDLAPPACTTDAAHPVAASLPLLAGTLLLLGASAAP
mIAP act = mouse IAP activation. muIAP, CDP-Star luminescence, 30 min; hits give high values; 1 = vehicle-only enzyme signal, 0 = enzyme-free wells. activation factor at 10 µM. 0.24% of 330,000 active;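 active = activation factor of at least 2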; also: the source names both 10 and 20 µM as test concentration; values of inactives mirror those of a sister screen read the other way
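Assay system: mouse IAP enzyme / Compound: DMSO-dissolved test compounds / Timing: 30 min, room temperature / Measured by: luminescence from enzymatic CDP-Star hydrolysis / Control set: DMSO-only wells, enzyme-free buffer wells as negative control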
hIAP act = human IAP activation; purified human IAP, CDP-Star luminescence, 30 min; hits give high values; 1 = vehicle-only enzyme, 0 = enzyme-free background; AID 2524; 0.16% of 330,000 active; P09923; activation factor at 10 µM;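 active = activation factor of the enzyme at least 2-fold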; also: the source names both 10 and 20 µM as test concentration; values of inactives mirror those of a sister screen read the other way
beta cell repl = inducers of beta-cell replication in MIN6 cells. proliferation, % at 10 µM. MIN6 cells proliferation, ATPlite luminescence, 48 h; cells starved in 0.2% serum; 100% = growth in 10% serum. 0.29% of 330,000 active. AID 2380;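 active = compounds whose signal lies at least 3.5 SD above the mean of all wells on their plate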;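 also: 0% = DMSO-treated cells in low-serum medium and 100% = 10% serum control; some compounds called inactive have numbers as strong as hits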
GRIN3A LBD mod = NR3A (human) ligand-binding domain modulation; NR3A LBD differential scanning fluorimetry, Tm shift; 0% = protein alone, 100% = glycine-bound protein; Tm shift relative to glycine control, % at 25 µM; 2.5% of 340,000 active;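 active = melting temperature shift of at least 10% of the positive control shift, at one fixed dose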
Active calls of the source: *; . = no result given.

#1 COc1ccc(NS(=O)(=O)c2ccc3nc(COc4ccc5ccccc5c4)[nH]c3c2)cc1
#2 Cc1cc(O)c2c(CN3CCN(Cc4ccccc4)CC3)cc(=O)oc2c1
#3 C=CCNC(=S)NN=C1CCCCCCC1
#4 COc1ccc(S(=O)(=O)N2CCN(CC(=O)Nc3ccccc3Cl)CC2)cc1
#5 COc1cccc(CNc2nc3nc(C)cc(=O)n3[nH]2)c1
#6 CCOC(=O)c1c(C)n(C)c2c(C)cc(O)c(OC(C)=O)c12
#7 CCOC(=O)N1CCN(S(=O)(=O)CCNC(=O)c2ccc(OC)cc2)CC1
#8 COc1ccc(Cl)cc1C(=O)NNC(=O)CSc1nnc2ccccn12
#9 CCOC(=O)c1cnc(SCC)[nH]c1=O
#10 Cn1c(=O)c(=O)n(C)c2cc(S(=O)(=O)N3CCOCC3)ccc21
compound no. | 1 | 2 | 3 | 4 | 5 | 6 | 7 | 8 | 9 | 10
mIAP inh | 7 | -9 | -17 | 4 | -1 | 2 | -1 | -2 | 3 | 8
A3G deaminase | -4 | -10 | -1 | -8 | -7 | 0 | -6 | -3 | 1 | -8
MPTP block | 39 | 1.3 | 0.7 | -0.6 | 0.4 | -0.9 | -0.7 | -1.1 | 2.0 | -1.0
APOBEC3A inh | -1 | -2 | -5 | -4 | -17 | -1 | 1 | -5 | 2 | 1
hIAP inh | -2 | -1 | -42 | 14 | -1 | 29 | -9 | -33 | 11 | 14
mIAP act | 0.93 | 1.1 | 1.2 | 0.96 | 1 | 0.98 | 1 | 1 | 0.97 | 0.92
hIAP act | 1 | 1 | 1.4 | 0.86 | 1 | 0.71 | 1.1 | 1.3 | 0.89 | 0.86
beta cell repl | 0 | 2 | -2 | 1 | -3 | -5 | -1 | -2 | -2 | -2
GRIN3A LBD mod | 25* | 0 | 0 | 3 | -1 | -3 | 3 | 0 | 0 | 1

#11 CC(C)CNS(=O)(=O)c1ccc(CCC(=O)NCCC2=CCCCC2)cc1
#12 Cc1ccc(Sc2nnc(-c3ccccc3)cc2C#N)cc1
#13 CC1(C(=O)NC(=S)NNC(=O)c2ccncc2)CCCCC1
#14 COc1cccc(CC2(CO)CCCN(CC3=Cc4cc(Cl)ccc4OC3)C2)c1 (stereo not given)
#15 O=S1(=O)CC/C(=N\O)c2ccccc21
#16 O=C1NC(=O)C(Cc2ccccc2)(c2cccnc2)N1 (stereo not given)
#17 O=c1cc(N2CCCCC2)c(-c2ccccc2)nn1Cc1cccc(Cl)c1
#18 CCCNS(=O)(=O)c1ccc(OCC(=O)Nc2ccc3c(c2)OCO3)cc1
#19 COc1ccc(C(=O)NC(=S)N2CCNC(=O)C2)cc1Br
#20 O=C(Cn1c(COc2ccccc2)nc2ccccc21)Nc1cc(Cl)cc(Cl)c1
compound no. | 11 | 12 | 13 | 14 | 15 | 16 | 17 | 18 | 19 | 20
mIAP inh | -4 | 1 | 5 | -3 | 4 | -8 | 2 | -5 | -2 | -54
A3G deaminase | -10 | -4 | -4 | -1 | -8 | -4 | 21 | -2 | -2 | -8
MPTP block | -1.6 | 2.6 | -1.0 | 2.0 | 0.8 | 0.4 | 2.4 | -1.8 | 1.2 | 92*
APOBEC3A inh | 1 | 1 | -2 | 3 | 1 | 2 | 7 | -2 | 3 | -4
hIAP inh | 0 | -6 | -84 | 2 | -6 | 10 | -14 | -4 | -14 | -13
mIAP act | 1 | 0.99 | 0.95 | 1 | 0.96 | 1.1 | 0.98 | 1 | 1 | 1.5
hIAP act | 1 | 1.1 | 1.8 | 0.98 | 1.1 | 0.91 | 1.1 | 1 | 1.1 | 1.1
beta cell repl | -2 | -1 | 0 | -5 | 0 | -4 | -4 | -2 | -2 | -4
GRIN3A LBD mod | -1 | -3 | -2 | -10 | -1 | 0 | 0 | 0 | 2 | 5

#21 COc1ccc(OC)c2c(C)cc(N3CCN(C(=O)c4ccc(Cl)cc4)CC3)nc12
#22 Cc1nnsc1S(=O)c1ccccc1Cl (stereo not given)
#23 O=C(NC(=S)NCCC1=CCCCC1)c1ccco1
#24 COC(=O)c1ccc(-n2cncn2)c([N+](=O)[O-])c1
#25 O=C(Cc1cccs1)NCc1ccccc1F
#26 CNc1nc2c(Cl)cc(Cl)cc2s1
#27 CC(NC(=O)C1CCC(CNS(=O)(=O)c2ccccc2)CC1)c1ccc2c(c1)OCCO2 (stereo not given)
#28 CC1CCCCC1NC(=O)c1ccc(NS(=O)(=O)c2ccc3[nH]c(=O)[nH]c3c2)cc1 (stereo not given)
#29 Cc1ncc(CN2CCCC(C(=O)Nc3ccc(-c4cscn4)cc3)C2)cn1 (stereo not given)
#30 CSc1nncc(-c2ccc(F)c(F)c2)n1
compound no. | 21 | 22 | 23 | 24 | 25 | 26 | 27 | 28 | 29 | 30
mIAP inh | 12 | 6 | 12 | -7 | -6 | -6 | -6 | 5 | 2 | -4
A3G deaminase | -7 | -10 | -3 | -4 | -6 | -8 | -13 | -8 | -4 | -7
MPTP block | -0.9 | -0.8 | -0.2 | -1.3 | 0.4 | 0.9 | . | -1.3 | 0.1 | 0.1
APOBEC3A inh | -6 | -7 | -2 | -1 | -1 | -3 | -5 | -2 | -2 | -4
hIAP inh | -5 | -22 | 10 | 2 | 10 | 8 | -5 | -2 | -6 | -13
mIAP act | 0.88 | 0.94 | 0.88 | 1.1 | 1.1 | 1.1 | 1.1 | 0.95 | 0.98 | 1
hIAP act | 1 | 1.2 | 0.9 | 0.98 | 0.9 | 0.92 | 1.1 | 1 | 1.1 | 1.1
beta cell repl | -4 | -2 | -2 | 0 | 1 | -1 | -2 | 5 | 0 | -3
GRIN3A LBD mod | 2 | -1 | 6 | -1 | -1 | 1 | . | -1 | 1 | 0

#31 CCn1c(O)c2ccc(C(=O)N=NC(=O)c3cccnc3)cc2c1O
#32 O=C(COCc1cc(-c2ccc3c(c2)OCO3)on1)N1CCCCC1
#33 CC(=O)c1ccc2c(c1)CC(C)C(=O)N2C (stereo not given)
#34 CCOC(=O)c1nn(-c2ccc(C)cc2)c(C)c1C(C)=O
#35 CCOC(=O)CC(=O)CSc1nc(-c2ccc3c(c2)OCO3)cc(C(F)(F)F)c1C#N
#36 COC(CNC(=O)C(=O)NCC1OCCN1C(=O)c1ccc(Cl)cc1)OC (stereo not given)
#37 Cc1ccc(-c2nnn(CC(=O)N(Cc3ccco3)C(C(=O)NC(C)(C)C)c3ccc(C)o3)n2)o1 (stereo not given)
#38 COc1cccc(NC(=O)C2CCN(c3cnccn3)CC2)c1
#39 CC(=O)c1cc(C#N)c(SCC(=O)Nc2nccs2)nc1C
#40 O=S1(=O)C[C@@H](O)[C@@H](Nc2ccc(Cl)cc2)C1
compound no. | 31 | 32 | 33 | 34 | 35 | 36 | 37 | 38 | 39 | 40
mIAP inh | -7 | 3 | -12 | -5 | 4 | 11 | -8 | 7 | -3 | 0
A3G deaminase | 1 | 5 | 0 | -4 | -4 | 4 | -4 | 1 | -6 | -8
MPTP block | -2.9 | 0.4 | 0.5 | 0.0 | 1.8 | 0.1 | -0.2 | -0.9 | -0.1 | 2.6
APOBEC3A inh | 6 | -2 | 2 | -2 | -2 | 0 | 1 | 2 | -1 | 0
hIAP inh | -9 | -16 | -18 | -13 | 14 | 0 | -14 | 0 | 2 | -9
mIAP act | 1.1 | 0.97 | 1.1 | 1.1 | 0.96 | 0.89 | 1.1 | 0.93 | 1 | 1
hIAP act | 1.1 | 1.2 | 1.2 | 1.1 | 0.86 | 1 | 1.1 | 1 | 0.98 | 1.1
beta cell repl | 3 | -4 | 0 | 0 | -2 | -4 | -3 | -1 | -4 | 0
GRIN3A LBD mod | 2 | -4 | -9 | 0 | 1 | -5 | -5 | 1 | 0 | 0

#41 COc1ccc(CCC2CCNCC2)cc1
#42 COc1ccc(S(=O)(=O)N2CCCC2C(=O)Nc2ccc(C)cc2)cc1 (stereo not given)
#43 c1cncc(-c2nnc(-c3cccs3)o2)c1
#44 Cn1c(=O)c2c(nc(N3CCc4ccccc4C3)n2Cc2ccc(Br)cc2)n(C)c1=O
#45 COc1cc(OC)c2ccc(=O)oc2c1C(CC(=O)N1CCOCC1)c1ccc(N(C)C)cc1 (stereo not given)
#46 O=C(O)Cc1sc(Nc2cccc3ccccc23)nc1-c1ccc(F)cc1
#47 COc1ccccc1/C=C/CN1CCOCC1
#48 CCOC(=O)C1=C(C)NC(=O)NC1c1ccccc1Cl (stereo not given)
#49 CN(Cc1ccccc1)C(=O)CSc1nc2ccccc2c(=O)n1Cc1ccco1
#50 CCC(CC)C(=O)Nc1nnc(S(=O)(=O)N2c3ccccc3CC2C)s1 (stereo not given)
compound no. | 41 | 42 | 43 | 44 | 45 | 46 | 47 | 48 | 49 | 50
mIAP inh | 0 | -3 | 10 | 5 | -9 | 16 | 6 | -1 | 8 | 2
A3G deaminase | 3 | 3 | -2 | -2 | -8 | -10 | -5 | -2 | 0 | -3
MPTP block | -0.6 | 0.6 | -1.3 | -0.9 | 2.3 | 0.3 | 1.7 | -0.4 | 1.6 | 2.3
APOBEC3A inh | -3 | 1 | 1 | -2 | 34 | -5 | -2 | 1 | 20 | 4
hIAP inh | -4 | 12 | 12 | 2 | 14 | 13 | 11 | -14 | -8 | 18
mIAP act | 1 | 1 | 0.9 | 0.95 | 1.1 | 0.84 | 0.94 | 1 | 0.93 | 0.98
hIAP act | 1 | 0.88 | 0.88 | 0.98 | 0.86 | 0.87 | 0.89 | 1.1 | 1.1 | 0.82
beta cell repl | 0 | 2 | 0 | 0 | -1 | -5 | -1 | 2 | -1 | -4
GRIN3A LBD mod | 1 | -1 | -1 | 11* | 0 | 0 | 3 | 2 | 0 | -4

#51 CCOC(=O)N1CCN(c2cc(C)c([N+](=O)[O-])cc2F)CC1
#52 O=C(Nc1cccc(Cl)c1)N1N=CCC1c1ccccc1 (stereo not given)
#53 COC(=O)c1c(NC(=O)C2Cc3ccccc3C(=O)O2)sc2c1CCCC2 (stereo not given)
#54 CCCCn1c(=O)[nH]c(=O)c2c1nc(-c1ccc3ccccc3c1)n2CC
#55 Cn1ncc(C#N)c1NC(=O)C1CC(c2c(F)cccc2Cl)=NO1 (stereo not given)
#56 CCCC(=O)Nc1nn(C)c2nc3ccc(C)cc3cc12
compound no. | 51 | 52 | 53 | 54 | 55 | 56
mIAP inh | 0 | 0 | 9 | -6 | -2 | -5
A3G deaminase | -1 | -3 | -2 | -15 | -7 | -31
MPTP block | 0.6 | 2.8 | 3.4 | -4.3 | -0.4 | -0.2
APOBEC3A inh | 0 | -1 | -1 | 0 | -3 | -2
hIAP inh | 12 | 31 | 3 | -12 | -11 | 5
mIAP act | 1 | 1 | 0.91 | 1.1 | 1 | 1
hIAP act | 0.88 | 0.69 | 0.97 | 1.1 | 1.1 | 0.95
beta cell repl | -3 | -1 | -2 | 1 | 0 | -1
GRIN3A LBD mod | -2 | 0 | 0 | -1 | -1 | 3

High-throughput results (PubChem BioAssay)
